# Compound activity as filed in PubChem.
# ATXN viability = reduces viability in counter-screen for ATXN expression inhibitors. AID 651635. actives 0.49% (n = 400,000). Potency, µM (top dose mostly 56.7 µM), actives largely listed as cytotoxic. S2 cells (HEK-293 line with an ATXN2-luciferase reporter) viability, CellTiter-Fluor protease fluorescence, 24 h; also: potency is read from the fitted curve at half-maximal effect; nearly all actives have a fitted effect of over 40% in size
# HepG2 viability = kills HepG2 cells in TGF-b inhibitor counter-screen | HepG2 CAGA-GFP viability, ATP luminescence, 18 h | Potency, µM (titrated, usually from 46.1 µM), inactives show at the top dose activity change, negative = cytotoxicity, hits mostly cytotoxic | actives 0.76% (n = 410,000) | AID 588856; also: potency is read from the fitted curve at half-maximal effect; some results filed as inactive show a strong effect at the top dose
#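 CellTiter-Glo luminescence gave cytotoxicity after 18 hours at 37 degrees C. The cells were HepG2 CAGA-GFP in 1% FBS DMEM, stimulated with 500 pg/mL TGF-beta after compound addition. %Activity was normalised to no-cell wells (complete cell-killing) and DMSO (no toxicity), and curves were fitted and classified.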
# HT1080 IDH1KD tx = kills HT-1080 cells with IDH1 knockdown; Potency, µM (series often up to 46.1 µM), without a hit: top-dose activity, negative = toxicity, usual class: cytotoxic; actives 2% (n = 360,000); HT-1080 IDH1 knockdown viability, ATP luminescence, 48 h;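 also: potency is read from the fitted curve at half-maximal effect; 0% = DMSO wells and -100% = cell-free medium wells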
#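 Luminescent ATP read-out (CellTiter-Glo, 10 min at room temperature) after 48 h compound exposure at 37 °C gave viability of IDH1-knockdown HT-1080 cells. Activity was normalised to DMSO and cell-free wells, then fitted as concentration-response curves.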
# HT1080-NT tox = kills 2HG-producing HT-1080-NT fibrosarcoma cells. HT-1080-NT fibrosarcoma viability, CellTiter-Glo ATP luminescence, 48 h. Potency, µM (series often up to 46.1 µM), inactives show at the highest dose activity, negative = less viability, hits mostly cytotoxic. actives 1.6% (n = 360,000);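 also: NT is the 2HG producing partner of a matched IDH1 knockdown line; potency is read from the fitted curve at half-maximal effect; 0% = DMSO-treated cells and -100% = media-only wells without cells; nearly all actives have a fitted effect of over 55% in size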
#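 Luminescent CellTiter-Glo readout after 48 hours of compound exposure at 37 degrees C defined viability of HT-1080-NT cells. Activity was normalized to DMSO wells and cell-free media wells; concentration-response curves were fitted and assigned curve classes.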
# IL-1B inflam inh = inhibitors of inflammasome signaling (IL-1 beta secretion); THP-1 LPS/ATP IL-1B secretion, AlphaLISA, 16 h; stronger effect = lower value; activity change, % at 57.5 µM; actives 4.7% (n = 360,000); AID 743279; in the data active = activity change below about -50%; inconclusive = mostly about -30% to -49%; also: % is scaled to controls: 0 for no effect and ±100 for the full control effect
#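 Secreted IL-1B measured by AlphaLISA bead assay after 16 h compound exposure of THP-1 cells; compounds (final up to 57.5 uM) added 1 h before LPS (250 ng/mL) and ATP (1.25 mM) stimulation; lower signal means less secretion.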
# ATXN2 expr inh = ATXN2 expression inhibition; actives 0.72% (n = 360,000); AID 1745845; Potency, µM (highest dose often 57 µM), for inactives: top-dose activity change, negative = inhibition, actives largely listed as inhibitors; HEK-293 ATXN2-luciferase reporter, luminescence, 24 h; also: potency is read from the fitted curve at half-maximal effect; % is scaled to controls: 0 for no effect and ±100 for the full control effect; nearly all actives have a fitted effect of over 55% in size
#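 ATXN2-luciferase reporter cells (luciferase flanked by upstream and downstream ATXN2 gene portions) were treated 24 h at 37 °C with compounds at up to 57 uM. SteadyGlo luminescence gave expression; GF-AFC fluorescence gave viability.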
# KB-3-1 cytotox = KB-3-1 parental cell cytotoxicity | actives 1.4% (n = 400,000) | AID 1347075 | KB-3-1 viability, CellTiter-Glo ATP luminescence, 72 h | Potency, µM (series often up to 46.1 µM), without a hit: top-dose activity change, negative = cytotoxic, actives largely listed as cytotoxic; also: potency is read from the fitted curve at half-maximal effect; % is scaled to controls: 0 for no effect and ±100 for the full control effect; nearly all actives have a fitted effect of over 60% in size
#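 Using CellTiter-Glo luminescence, growth of non-resistant KB-3-1 adenocarcinoma cells is assessed 72 h after pin-tool compound addition at 37 °C. Normalized responses across the concentration series yield fitted curves.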
# MCF10A rereplic = inducers of DNA re-replication in MCF 10A breast cells; AID 624296; actives 2.9% (n = 350,000); Potency, µM (series often up to 46.1 µM), for inactives: top-dose activity, positive = re-replication, usual class: activators; MCF 10A DNA re-replication, Hoechst nuclear intensity, 48 h; also: potency is read from the fitted curve at half-maximal effect; % of control where 0% means no effect; nearly all actives have a fitted effect of over 50% in size
# SW480 rereplic = induces DNA re-replication in SW480 colon adenocarcinoma cells | actives 1.8% (n = 340,000) | SW480 DNA re-replication, Hoechst DNA content imaging, 48 h | AID 624297 | Potency, µM (top dose mostly 46.1 µM), inactives show top-dose re-replication activation, actives largely listed as activators; also: potency is read from the fitted curve at half-maximal effect; % of control where 0% means no effect; nearly all actives have a fitted effect of over 55% in size
#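 First, 250 cells per well were seeded. Next, compound or vehicle (23 nL) was pinned in, plates sat 48 hr at 37 C. Finally Hoechst was added for 40 min before fluorescence scanning.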
# The depositor's hits bear a star; i = inactive; u = inconclusive; x = no result given; & = joins results of further samples; [ ] = another dose, or the depositor's remark. Unless noted, calls follow the shape of the dose curve; as a rule, active = well fitted curve in the direction sought with a large enough effect; inconclusive = small, poorly fitted or top-dose-only effect, or another doubt; inactive = no such curve, though single readings can be large; an effect the other way counts as inactive or inconclusive.
SMILES,ATXN viability,HepG2 viability,HT1080 IDH1KD tx,HT1080-NT tox,IL-1B inflam inh,ATXN2 expr inh,KB-3-1 cytotox,MCF10A rereplic,SW480 rereplic
O=C(Nc1ncccc1O)c1ccc(S(=O)(=O)N2CCCC2)cc1,i,1%,1%,-1%,9,4%,7%,2%,5%
COc1ccc(CCC(=O)N2c3ccccc3N=C(c3ccc(C(F)(F)F)cc3)C2C(=O)NC2CCCC2)cc1 (configuration not stated),x,x,-23%,-10%,-5,x,u,x,x
COc1ccc(OC)c(/C=C/C(=O)Oc2ccc(C(C)=O)cc2)c1,i,-3%,10%,11%,-5,4%,-2%,0%,-24%
CCCOc1cccc(C(=O)N(Cc2ccccc2)C2CCS(=O)(=O)C2)c1 (configuration not stated),i,5%,5%,4%,25,-12%,2%,-3%,-8%
CC(=O)N1CCc2cc(C(=O)CN3CCN(C(=O)c4ccco4)CC3)ccc21,u,6%,15%,1%,0,-3%,3%,u,u
COC(=O)[C@H]1C[C@@H]1[C@H](NC(=O)[C@H]1C[C@@H]1[C@H](NC(=O)OCc1ccccc1)c1ccccc1)c1ccccc1,i,-9%,-4%,9%,0,-6%,5%,u,3%
O=C(CCc1ccccc1)Nc1ccc(N2CCCCC2)cc1,i,5%,8%,-1%,-20,60%[activator],12%,10%,-14%
O=S(=O)(NCC1(N2CCOCC2)CCCCC1)c1ccccc1Cl,i,6%,-8%,1%,-10,-13%,-5%,-1%,15%
CN1C(=O)Cc2cc(S(=O)(=O)N3CCN(c4cccc(Cl)c4)CC3)ccc21,i,7%,-22%,-10%,2,-12%,2%,-4%,-28%
CC(=O)Nc1ccc(NC(=O)C/C(C)=N/NC(N)=S)cc1,i,-64%,-2%,-1%,19,-11%,4%,3%,4%
Cc1ccc(S(=O)(=O)NC(N)=NCCc2ccc(Cl)cc2)cc1C,i,10%,13%,11%,5,3%,0%,-7%,x
O=C1CN(C(=O)c2ccccc2F)C(c2ccccc2)c2cc(F)ccc2N1 (configuration not stated),i,-5%,-2%,-5%,25,-19%,-1%,-6%,-4%
Cc1nnc(SCC(=O)NC(=O)NC(C)C)s1,i,-18%,1%,3%,-4,x,1%,-5%,-31%[inhibitor]
CCOc1ccc(NC(=O)c2cn3c4c(ccc(Cl)c4c2=O)OC(C)C3)cc1 (configuration not stated),i,0%,x,x,x,0%,10%,x,x
CCC(C)NCC(=O)Nc1ccc(S(N)(=O)=O)cc1 (configuration not stated),i,-5%,23%,25%,7,3%,7%,-9%,1%
Cc1cc2oc(C(=O)Nc3cccnc3)c(C)c2cc1C,i,-42%,17%,2%,-12,23%,4%,6%,-1%
CS(=O)(=O)N1CCN(c2ccccc2NC(=O)c2ccc([N+](=O)[O-])o2)CC1,u,-26%,-19%,-4%,u,-37%,-28%,u,2%
COc1c(C)cc(Br)cc1C(=O)NCc1cccnc1,i,1%,2%,7%,8,0%,1%,4%,-16%
CC(C)(C)NC(=O)CN(Cc1cccs1)C(=O)CNS(=O)(=O)c1ccccc1,i,-1%,3%,3%,-56*,-5%,7%,0%,-4%
CCOC(=O)c1c(-c2cccs2)csc1NC(=O)CC(C)C,i,-18%,-7%,5%,-3,1%,-4%,19%,-5%
O=C(Nc1ccc2c(c1)OCO2)C1CC(=O)N(c2ccc(F)cc2)C1 (configuration not stated),i,-38%,8%,-11%,-3,-1%,4%,-3%,-2%
CC(C)NC(=O)COC(=O)/C=C/c1ccc(F)cc1,i,8%,-3%,1%,-14,1%,-1%,5%,-7%
S=C(Nc1ccc(Br)cc1Cl)N1CCN(c2ccccn2)CC1,u,6%,-10%,5%,i,-6%,u,2%,-7%
Fc1ccc(/C=N/N2CCN(Cc3ccccc3)CC2)cc1,i,6%,14%,23%,u,-2%,1%,u,-2%
CC1CC(C)CN(C/C=C/c2ccccc2[N+](=O)[O-])C1 (configuration not stated),u,-25%,u,-2%[9.24 µM],0,-19%,3%,17%,-3%

# Reprinted from the part before: 5 compounds, followed by the next part.
SMILES,ATXN viability,HepG2 viability,HT1080 IDH1KD tx,HT1080-NT tox,IL-1B inflam inh,ATXN2 expr inh,KB-3-1 cytotox,MCF10A rereplic,SW480 rereplic
O=C(Nc1ccc2c(c1)OCO2)C1CC(=O)N(c2ccc(F)cc2)C1 (configuration not stated),i,-38%,8%,-11%,-3,-1%,4%,-3%,-2%
CC(C)NC(=O)COC(=O)/C=C/c1ccc(F)cc1,i,8%,-3%,1%,-14,1%,-1%,5%,-7%
S=C(Nc1ccc(Br)cc1Cl)N1CCN(c2ccccn2)CC1,u,6%,-10%,5%,i,-6%,u,2%,-7%
Fc1ccc(/C=N/N2CCN(Cc3ccccc3)CC2)cc1,i,6%,14%,23%,u,-2%,1%,u,-2%
CC1CC(C)CN(C/C=C/c2ccccc2[N+](=O)[O-])C1 (configuration not stated),u,-25%,u,-2%[9.24 µM],0,-19%,3%,17%,-3%
CC1(C)CN(c2ccccc2)N(Cc2ccc(F)cc2)C1=O,i,-13%,-25%,0%,16,-11%,8%,19%,3%
COc1ccc(OC)c(C2CC(=O)c3c([nH]c(C(=O)OC(C)C)c3C)C2)c1 (configuration not stated),u,-5%,3.3µM*,5.8µM*,10,2%,0.46µM*,u,3.7µM*
Cc1ccc2c(c1C)NC(=O)C2(O)CC(=O)c1ccc2c(c1)OCO2 (configuration not stated),i,-4%,-7%,-6%,23,-4%,-19%,8%,1%
COc1ccccc1NC(=O)Cc1nnc(SCC(=O)NC2CCCC2)n1C,i,12%,4%,17%,20,-3%,17%,3%,-5%
CC(C)CCn1c(=O)c2ccccc2c2ccccc2c1=O,i,0%,-16%,-11%,16,-13%,-18%,u,-3%
Cc1ccc(/C=N/N2CCCCC2)o1,x,0%,1%,-16%,-17,5%,-2%,29%[9.22 µM],-1%
O/N=C1\CCc2cc(Cl)ccc21,i,10%,7%,2%,13,7%,-1%,2%,-2%
Cc1ccc(-n2c(C)cc(C=C3C(=O)N(C)C(=O)N(C)C3=O)c2C)cc1,i,12%,8%,15%,-6,-4%,-1%,4%,-11%
CCc1cc2c(CN3CCN(CC)CC3)cc(=O)oc2cc1O,x,-27%,2%,0%,24,0%,5%,u,u
O=C1NC(=S)N/C1=C/c1cccc([N+](=O)[O-])c1,i,-9%,-3%,-27%,-9,7%,-4%,2%,-147%[inhibitor]
O=C(CN1C(=O)NC2(CCCCC2)C1=O)Nc1ccc(Cl)c(S(=O)(=O)N2CCOCC2)c1,i,-26%,-11%,-6%,38,-23%,-3%,-6%,-12%
COCCCNC(=O)/C(C#N)=C1\N=C(NC(=O)c2cccs2)c2ccccc21,u,3%,6%,0%,24,-22%,12%,0%,-3%
CCc1nc(SCC(=O)N2CCN(c3ccccc3)CC2)c2oc3ccccc3c2n1,u,-23%,-17%,7%,-67*,-39%,-19%,9.2µM*,-2%
COc1cccc(CN(C)C(=O)COc2cccc3c2OC(C)(C)C3)c1OC,i,-14%,-3%,-2%,-17,-21%,0%,0%,52%
O=C1N=C(N2CCOCC2)S/C1=C1\C(=O)N(Cc2ccccc2)c2ccccc21,i,-14%,-2%,0%,0,40%[activator],-29%,-8%,-7%
Cc1ccc(-c2nnc(N3CCN(C(=O)COc4ccccc4)CC3)c3ccccc23)cc1,i,-28%,u,u,-79*,u,18µM*,u,15%
COc1cc(C2C(C(=O)Nc3ccc(Cl)cc3)=C(C)Nc3nc(SC)nn32)cc(OC)c1OC (configuration not stated),i,6%,x,x,x,12%,6%,x,x
NC(=O)c1c(NC(=O)c2ccc(S(=O)(=O)N3CCOCC3)cc2)sc2c1CCCCC2,x,2%,11%,5%,-3,u,-12%,0%,-2%
Cc1c(Cc2ccccc2)sc(NC(=O)c2ccco2)c1C(N)=O,i,-3%,u,u,-21,15%,2%,15µM*,1%
CC(C)[C@H](NC(=O)CCn1nnc2ccccc2c1=O)C(=O)O,i,3%,14%,6%,1,-10%,0%,-2%,-6%
c1ccc(-c2nnc(OCc3cccnc3)c3ccccc23)cc1,u,-31%,-13%,-24%,-28,-35%[11.3 µM],11%,-11%,1%
COc1ccc(NC(=O)CN(C)C(=O)CC2CCCCC2)cc1,i,-18%,0%,0%,-2,-9%,-10%,3%,-2%
COCCC(=O)N1CCCC(N2CCN(c3ccc(F)cc3)CC2)C1 (configuration not stated),i,1%,1%,-8%,6,4%,7%,2%,-1%
CC(=O)OC(C)C[N+](C)(C)C (configuration not stated),i,-30%,-1%,24%,-70*,7%&1%,0%,4%&10%,-15%&1%
CC1CCCN(C(=O)CNC(=O)c2cccs2)C1 (configuration not stated),i,-1%,15%,-18%,-12,3%,14%,3%,-11%

# The listing continues.
SMILES,ATXN viability,HepG2 viability,HT1080 IDH1KD tx,HT1080-NT tox,IL-1B inflam inh,ATXN2 expr inh,KB-3-1 cytotox,MCF10A rereplic,SW480 rereplic
Cc1cccc(C)c1OCC(=O)OCC(=O)Nc1ccc(Cl)cn1,i,-26%,5%,-1%,7,-1%,x,-16%,-3%
CCOC(=O)c1c(C)oc2c1c(C(c1ccccc1)N1CCOCC1)c(O)c1ccccc12 (configuration not stated),x,9%,0%,0%,-71*,u,-21%,4.1µM*,u
CC(C)CNC(=S)NNC(=O)c1csc2c1CCCC2,i,-31%,u,8.9µM*,u,-20%,7%,-6%,0%
CNCc1ccccc1,i,x,x,x,x,2%,x,0%,-8%
CC(/C=C/c1ccccc1)=N/NC(=O)c1cnccn1,i,-7%,12%,19%,u,21%,-2%,-1%,-5%
CC(=O)NC1CSCC1OC(C)=O (configuration not stated),i,-4%,3%,-11%,18,4%,1%,13%,-3%

# Not a hit list, and some 8.9% of all compounds hit somewhere here.
